LYP act: LYP (human) phosphatase activation; recombinant LYP, DiFMUP fluorescence; 0 = plate median, 100 = signal doubled; activation, % at 2 µM; hit rate 0.11% among 96,000;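 active means activation at 2 µM above a set limit, the mean plus 5 SD, cut at about 37% in these data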
Target sequence (Q9Y2R2 whole entry, looked up): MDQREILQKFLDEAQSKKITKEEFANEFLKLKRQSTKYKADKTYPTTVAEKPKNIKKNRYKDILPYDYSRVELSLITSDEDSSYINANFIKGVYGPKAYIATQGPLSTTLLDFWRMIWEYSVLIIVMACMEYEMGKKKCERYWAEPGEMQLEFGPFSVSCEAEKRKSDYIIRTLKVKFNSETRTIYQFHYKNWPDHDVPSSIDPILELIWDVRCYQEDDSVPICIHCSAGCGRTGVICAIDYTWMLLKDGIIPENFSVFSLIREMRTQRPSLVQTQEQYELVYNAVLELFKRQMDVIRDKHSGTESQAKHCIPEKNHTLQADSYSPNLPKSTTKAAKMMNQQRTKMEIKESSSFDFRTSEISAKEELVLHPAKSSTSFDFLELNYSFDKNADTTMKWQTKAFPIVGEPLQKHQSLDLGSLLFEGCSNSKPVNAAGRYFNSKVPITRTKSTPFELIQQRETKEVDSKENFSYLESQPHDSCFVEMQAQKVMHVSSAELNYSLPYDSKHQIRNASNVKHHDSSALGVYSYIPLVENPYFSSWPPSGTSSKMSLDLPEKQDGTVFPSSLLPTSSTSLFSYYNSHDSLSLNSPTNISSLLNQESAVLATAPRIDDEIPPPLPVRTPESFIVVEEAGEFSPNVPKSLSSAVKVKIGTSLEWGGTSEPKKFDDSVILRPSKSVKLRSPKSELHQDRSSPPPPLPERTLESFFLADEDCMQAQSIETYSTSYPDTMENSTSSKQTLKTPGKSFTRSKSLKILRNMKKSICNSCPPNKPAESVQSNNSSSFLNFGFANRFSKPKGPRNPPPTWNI
sEH inhibitor: blocks human soluble epoxide hydrolase activity | recombinant human sEH enzymatic activity assay | inhibition, % at 2 µM | hit rate 0.34% among 91,000 | P34913; in the data active means inhibition above about 80%; further: values of inactives mirror those of a sister screen read the other way; many of its hits are not listed in these tables
sEH act: soluble epoxide hydrolase (human) activation | P34913 | purified human sEH enzymatic activity, activator screen | activation, % at 2 µM | hit rate 0.04% among 91,000 | AID 717; in the data active means activation above about 37%; further: values of inactives mirror those of a sister screen read the other way
S1P2 ag: agonists of human S1P2 receptor. O95136. S1P2-expressing cell line, agonist reporter read-out. activation, % at 4.5 µM. hit rate 0.46% among 97,000. AID 729; in the data active means activation above about 16%;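 further: 0% = vehicle low control and 100% = maximal reference agonist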
S1P2 antag: blocks the human S1P2 receptor. cell-based S1P2 antagonist assay, inhibition at 5 uM. inhibition, % at 5 µM. hit rate 0.21% among 97,000; in the data active means inhibition above about 45%;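 further: CRE beta-lactamase reporter cells expressing human S1P2 stimulated with S1P; 0% = agonist at EC80 alone and 100% = agonist plus reference antagonist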
Lung fibro prol: blocks proliferation of human lung fibroblasts; LL 47 human lung fibroblast viability, ATP luminescence; hits give low values; viability, % at 10 µM; hit rate 1.1% among 85,000; AID 719;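 active means viability at or below 50% in the single dose screen; inactive means viability above 50%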;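 further: compound exposure lasted 72 h before the ATP readout; 100% = median luminescence of untreated cell-only wells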
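Assay system: human lung fibroblast line LL 47, low passage. Input: 1,150 fibroblasts seeded per well. Times: overnight cell rest, 72 h compound treatment at 37 °C. Evaluation: % viability of median cell-only signal. Technique: luminescent ATP detection, CellTiter-Glo. Control set: cell-only wells, no compound.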
HUVEC prolif 384: inhibitors of human endothelial cell proliferation. viability, % at 10 µM (by protocol). hit rate 1.1% among 86,000. HUVEC proliferation, CellTiter-Glo luminescence, 72 h; hits give low values;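 active means viability at or below 30%; inactive means viability above 30%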;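 further: 100% = median luminescence of DMSO-only cell control wells on each plate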
PostGolgi ctrl: inhibits growth of the yeast control strain. efflux-deficient yeast background strain, growth absorbance A615, 16 h. inhibition, % at 10 µM. hit rate 5% among 98,000. AID 738; in the data active means inhibition above about 30%
H69AR inhibit: growth inhibitors of human H69AR lung tumor cells. viability, % at 10 µM. H69AR lung tumor viability, ATP luminescence, 72 h; hits give low values. hit rate 6% among 85,000;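 active means viability at or below 40%; inactive means viability above 40%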;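 further: multidrug resistant small cell line overexpressing MRP-1 efflux transporter; 100% = mean luminescence of untreated control wells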
* marks the source's active call; other numbers are inactive results; x = not tested or not shown. Not all compounds are listed; the hit share may differ from the screen's.

SMILES | LYP act | sEH inhibitor | sEH act | S1P2 ag | S1P2 antag | Lung fibro prol | HUVEC prolif 384 | PostGolgi ctrl | H69AR inhibit
Cc1ccc(N2C(=O)C3C4CC(=O)C(c5ccccc54)C3C2=O)cc1 (configuration not stated) | -4.1 | -4.7 | 2.2 | -8.0 | 20.6 | x | x | 1.9 | x
O=C(O)c1cc(=O)c2cc(Cl)ccc2o1 | -4.8 | 0.4 | 1.8 | -6.5 | -6.3 | x | x | 2.1 | x
CCOC(=O)c1cccc(NC(=O)CSc2nnc(-c3ccoc3C)n2CCOC)c1 | -3.1 | -13.5 | 15.8 | -3.0 | -2.7 | x | x | 5.7 | x
Cc1ccc(N(C(C)C(=O)Nc2ccc(S(=O)(=O)N3CCOCC3)cc2)S(C)(=O)=O)cc1 (configuration not stated) | -12.6 | 7.3 | -12.2 | -0.1 | 22.9 | 99.6 | 102.3 | 11.6 | 91.7
Cc1cc(C)cc(N(C(=O)C(F)(F)F)C(C(=O)NC2CCCCC2)c2cccs2)c1 (configuration not stated) | -3.2 | -1.8 | 4.7 | -5.8 | 8.8 | x | x | -5.8 | x
COc1ccc(NC(=O)N(CCC(C)C)C(C)c2ccccn2)c(OC)c1 (configuration not stated) | 10.1 | 3.6 | -4.8 | -5.5 | -4.2 | 105.2 | 84.8 | 13.5 | 98.3
CN1CC(=O)NC1=NC(=O)c1cc(F)c(F)cc1Cl | -0.6 | -7.6 | 6.2 | -10.5 | 3.0 | 99.0 | 99.7 | 6.7 | 95.0
Cc1scc(C(=O)NCc2ccco2)c1-c1ccccc1 | x | x | x | x | x | 97.5 | 98.5 | 0.7 | 71.5
Cc1onc(-c2ccccc2Cl)c1C(=O)NCCN1CCOCC1 | -3.2 | -5.1 | 6.6 | -0.4 | 2.1 | 107.0 | 104.2 | -8.7 | 98.5
CCc1nnc(NC(=O)C2CCCN(c3nc(C)cc(C)n3)C2)s1 (configuration not stated) | -0.1 | x | x | -3.0 | 18.6 | 96.8 | 99.6 | 6.6 | 77.2
CCOC(=O)C1=C(C)N=C2SC(C)C(=O)N2C1c1ccc(C(=O)OC)cc1 (configuration not stated) | 4.9 | 4.7 | -4.0 | -4.0 | -9.4 | x | x | -5.2 | x
CCOC(=O)CNC(=O)CSc1nnc(Cn2c(=O)sc3ccccc32)n1-c1ccccc1C | -7.6 | 2.9 | -1.7 | -2.9 | 0.0 | 91.3 | 89.2 | 3.4 | 87.3
CCOC(=O)N1CCN(C(=O)CS(=O)(=O)c2cn(Cc3ccccc3Cl)c3ccccc23)CC1 | 1.5 | 6.7 | -5.1 | -5.9 | 12.1 | 96.3 | 93.1 | 15.1 | 87.5
CCCCCn1nc(-c2ccccc2)c2nc3ccccc3nc21 | -5.5 | -3.5 | 2.3 | -8.2 | 21.6 | 90.9 | 105.7 | 4.2 | 100.3
CCOc1ccc(Nc2cc(C)nc(N3CCOCC3)n2)cc1 | -9.0 | -2.0 | 2.5 | -5.5 | 13.7 | 98.8 | 95.3 | 0.7 | 95.5
Cc1cc(C)c2c(c1)OC(O)(C(F)F)CC2=O (configuration not stated) | -0.9 | x | x | -5.0 | 9.4 | 98.8 | 103.0 | 14.7 | 92.1
O=C(CC1Nc2ccccc2NC1=O)NCCc1ccccc1 (configuration not stated) | -3.9 | 11.3 | -8.1 | -3.5 | 14.6 | 105.8 | 99.0 | 7.8 | 92.6
CC(C)(C)c1ccc(C(=O)C=[N+]=[N-])cc1 | 5.8 | x | x | -2.0 | -8.3 | 95.5 | 83.8 | 14.8 | 106.1
CN=C1SC(CC(=O)NCCc2ccc(OC)c(OC)c2)C(=O)N1C (configuration not stated) | -1.8 | 5.6 | -6.8 | -3.0 | 5.1 | 97.2 | 95.1 | -7.8 | 85.6
COC(=O)C(F)(Sc1c(C)n(C)n(-c2ccccc2)c1=O)C(F)(F)F (configuration not stated) | x | x | x | x | x | 97.2 | 93.1 | -4.3 | 94.8
COc1cc(C(=O)OCC(=O)N2CCCC2)cc(OC)c1OC | 2.1 | -6.5 | 3.5 | -5.4 | 8.8 | 90.0 | 94.2 | -1.0 | 96.3
COc1ccc2c(c1)CCc1c(C(=O)Nc3ccc(OC)c(OC)c3)noc1-2 | -1.0 | -2.9 | 2.5 | -7.5 | 24.1 | 98.2 | 105.3 | 0.3 | 94.6
CCCn1nnnc1SCC(=O)c1ccc2c(c1)OCCO2 | -8.5 | -4.8 | 7.7 | -5.0 | 14.4 | 100.7 | 90.7 | -3.8 | 88.3
COc1ccc2[nH]c(=O)c(CN(Cc3ccco3)C(c3nnnn3Cc3ccccc3)C(C)C)cc2c1 (configuration not stated) | -13.5 | 0.1 | -1.2 | -8.0 | -1.6 | 78.7 | 57.8 | -5.5 | 47.3
CS(=O)(=O)NCCCNc1c(Cl)cccc1[N+](=O)[O-] | -10.3 | -4.0 | 4.8 | -3.5 | 16.4 | 107.2 | 104.0 | 0.3 | 81.2
Cc1cc(-c2cc(N)n(-c3ccccc3)n2)c(C)n1C1CCCC1 | -7.8 | 2.6 | -1.9 | -2.5 | -20.4 | 92.7 | 91.7 | 3.9 | 86.2
O=C(O)c1ccccc1S(=O)(=O)Cc1ccccc1 | x | x | x | x | x | 95.9 | 95.3 | 9.1 | 93.0
Cc1cccc(C)c1NC(=O)CSc1nnnn1C | 6.8 | -13.4 | 12.9 | -5.1 | 7.0 | 107.5 | 101.3 | 1.8 | 88.7
O=C(c1nn(-c2ccccc2)c(=O)c2ccccc12)N1CCN(c2ccccn2)CC1 | -2.3 | x | x | -6.2 | 10.3 | 110.0 | 86.1 | 10.2 | 89.5
CN(c1cccc(Cl)c1)S(=O)(=O)c1cccc(C(=O)NC2=NCCS2)c1 | 3.7 | 12.1 | -8.8 | -6.5 | 18.0 | 100.5 | 89.2 | 12.4 | 39.8*
COc1ccc(OC)c(N)c1 | -2.5 | -5.1 | 2.8 | -2.6 | 6.5 | 93.3 | 84.7 | 8.5 | 86.9
CN(C)C(=O)C12CCC(C)(c3nc4ccccc4nc31)C2(C)C (configuration not stated) | 11.5 | 5.8 | -0.8 | -4.0 | -5.0 | 98.1 | 102.8 | -2.1 | 95.7
COc1cccc(CN(CC(=O)NC2CCCC2)C(=O)CCC(=O)Nc2cc(C)on2)c1 | 5.8 | -12.9 | 14.5 | -4.9 | 13.7 | x | x | -1.1 | x
O=C1CSC(c2ccncc2)N1Cc1ccco1 (configuration not stated) | -4.7 | 12.4 | -12.7 | -2.4 | 14.0 | 101.3 | 91.7 | 9.1 | 82.5
O=c1cc(-c2ccccc2)c2c([nH]1)CCCC2 | -1.4 | x | x | -1.8 | 11.2 | 94.9 | 85.5 | -1.6 | 111.7
COc1ccc(CCNC(=O)COc2nsnc2N2CCOCC2)cc1OC | -2.5 | 9.6 | -8.2 | -6.9 | 14.7 | 98.8 | 94.1 | 5.5 | 75.1

Structures listed so far that have two or more sulfur atoms, in the order listed:
SMILES | LYP act | sEH inhibitor | sEH act | S1P2 ag | S1P2 antag | Lung fibro prol | HUVEC prolif 384 | PostGolgi ctrl | H69AR inhibit
Cc1ccc(N(C(C)C(=O)Nc2ccc(S(=O)(=O)N3CCOCC3)cc2)S(C)(=O)=O)cc1 (configuration not stated) | -12.6 | 7.3 | -12.2 | -0.1 | 22.9 | 99.6 | 102.3 | 11.6 | 91.7
CCOC(=O)CNC(=O)CSc1nnc(Cn2c(=O)sc3ccccc32)n1-c1ccccc1C | -7.6 | 2.9 | -1.7 | -2.9 | 0.0 | 91.3 | 89.2 | 3.4 | 87.3
CN(c1cccc(Cl)c1)S(=O)(=O)c1cccc(C(=O)NC2=NCCS2)c1 | 3.7 | 12.1 | -8.8 | -6.5 | 18.0 | 100.5 | 89.2 | 12.4 | 39.8*

(more compounds)
SMILES | LYP act | sEH inhibitor | sEH act | S1P2 ag | S1P2 antag | Lung fibro prol | HUVEC prolif 384 | PostGolgi ctrl | H69AR inhibit
CCOc1cc(N2CCOCC2)c(OCC)cc1NC(=O)C1CCCC1 | -6.9 | 8.1 | -7.0 | -0.9 | -17.0 | x | x | -3.5 | x
Cc1cc2oc(=O)cc(CN3CCOCC3)c2cc1C | -10.7 | -4.8 | 1.1 | 1.8 | -16.4 | 97.4 | 96.1 | 9.8 | 79.2
O=C1OC(Nc2nc3ccccc3s2)c2ccccc21 (configuration not stated) | 7.6 | 8.8 | -7.7 | -4.1 | -11.4 | 110.2 | 90.7 | -3.3 | 93.7
CC1CCN(Cc2ccc(-c3nn[nH]n3)cc2)CC1 | 10.6 | 4.6 | -0.9 | -11.7 | -13.8 | 99.9 | 108.1 | 17.2 | 93.7
COc1nc(NCCc2ccc(OC)c(OC)c2)nc(NC(C)(C)CO)n1 | -0.3 | -17.4 | 13.4 | -3.6 | -19.7 | 104.7 | 103.1 | 3.5 | 96.1
COC(=O)C1=C(C)N(CC2CCCO2)C(=O)/C1=C\c1ccc(O)cc1 (configuration not stated) | 12.4 | 6.0 | -4.8 | -0.6 | 12.1 | x | x | 25.4 | x
Cc1ccc(C(=O)NCCNc2ccc(Cl)cc2[N+](=O)[O-])o1 | -8.7 | 3.6 | -1.4 | -7.1 | -2.5 | x | x | 31.3* | x
Cn1c(NC(=O)c2ccc(Br)o2)cc(=O)n(C)c1=O | -11.9 | -10.8 | 8.5 | -3.2 | -16.5 | x | x | 0.5 | x
C#CC[N+]1(CC#Cc2ccccc2)CCCC1 | -2.6 | 9.8 | -7.2 | -2.9 | 14.5 | x | x | 1.1 | x
Cc1nc2ccccc2c2nc(N)nn12 | 17.1 | -9.9 | 14.2 | 3.9 | -11.6 | 94.8 | 104.0 | x | 87.9
CCCCOn1c(C)c(C(=O)OCC)c2c3nonc3ccc21 | -9.4 | -22.3 | 20.6 | -5.8 | -5.5 | 94.0 | 94.6 | x | 60.5
COC(=O)c1c(C(=O)OC)c(-c2ccccc2)n2c1CS(=O)C2 (configuration not stated) | -14.1 | -8.3 | 5.2 | -4.3 | -11.9 | 112.8 | 97.7 | 4.6 | 95.7
CCNc1nc(NCC)nc(OCCOC(=O)COc2ccc(Cl)cc2Cl)n1 | -7.5 | -3.4 | 6.3 | -1.0 | 1.1 | 100.7 | 81.4 | x | 58.7
Cc1ccc2nc3c(cc(C(N)=S)c(=N)n3CCCOC(C)C)c(=O)n2c1 | 0.2 | -12.3 | 10.2 | -0.3 | -2.7 | 97.6 | 81.7 | 9.5 | 41.2
Cn1c(=O)c2c(ncn2CC(=O)NC(C)(C)C)n(C)c1=O | 4.8 | x | x | -4.9 | 0.0 | 96.1 | 100.0 | -3.5 | 95.0
CCOc1ccc2[nH]c(=O)c(CN(CCc3ccccc3)C(=O)c3cnccn3)cc2c1 | 10.8 | x | x | -5.8 | -4.6 | 90.5 | 67.8 | -2.3 | 90.2
O=C(COC(=O)c1ccc(S(=O)(=O)NCc2ccco2)cc1)Nc1ccc(OC(F)F)cc1 | 0.2 | 75.6 | -75.2 | 1.4 | 1.9 | x | x | 5.3 | x
Nc1ccc2oc(-c3ccc4nc[nH]c4c3)nc2c1 | -1.6 | 4.3 | 1.1 | -4.3 | -6.9 | 91.7 | 89.9 | x | 74.5
CCn1c(=O)c(C(=O)NCCN2CCCCC2)c(O)c2ccccc21 | -3.0 | -8.8 | 9.2 | -2.3 | 13.8 | 107.0 | 106.0 | 5.0 | 68.8
O=C(Nc1ccc(F)c(F)c1)c1cnc(-c2ccccc2)nc1-c1ccccc1 | 1.6 | 6.5 | -6.6 | -5.1 | -0.9 | x | x | 9.4 | x
O=C(COc1ccccc1Cl)NCc1ccncc1 | x | x | x | x | x | 92.0 | 104.1 | 3.3 | 95.1
c1ccc2[nH]c(CN3CCOCC3)nc2c1 | -6.2 | -4.1 | 2.3 | -1.0 | -6.2 | 92.8 | 86.2 | -3.0 | 96.0
CCn1c(SCC(=O)Nc2nccs2)nnc1-c1ccncc1 | 5.5 | 1.6 | -1.3 | -2.1 | -45.4 | 98.1 | 98.5 | 15.2 | 93.1
COc1ccc(N2CCN(CC(=O)Nc3nc4c(s3)CC(C)CC4)CC2)cc1 (configuration not stated) | -8.1 | x | x | -2.2 | 15.8 | 101.0 | 105.8 | 8.4 | 88.1

Screens (PubChem BioAssay)
